LAP4-GFP MLPCN: yeast TOR pathway LAP4-GFP modulation; S. cerevisiae LAP4-GFP multiplex, flow cytometry GFP, 3 h; median GFP as percent of DMSO wells; AID 2023; GFP response vs DMSO, % at 10 µM; 320,000 tested, 0.34% active;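 active = GFP response vs DMSO above a set limit, about the screen mean plus 3 SD, cut at about 150% in these data; inconclusive = under 70 cell events counted for the yeast strain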
MEP2 TOR yeast: modulators of TOR pathway MEP2-GFP in S. cerevisiae; S. cerevisiae MEP2-GFP strain, flow cytometry GFP, 3 h; 100% = DMSO control level; GFP response vs DMSO, % at 10 µM; 330,000 tested, 0.51% active; AID 2016;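 active = GFP response versus DMSO above a set limit, roughly screen mean plus 3 SD, cut at about 180% in these data; inconclusive = fewer than 70 cells counted for a yeast strain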;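 note: median GFP fluorescence of the barcode-gated MEP2-GFP cells per well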
Yeast superoxide: caloric restriction mimetics inhibiting age-related superoxide in yeast | S. cerevisiae aged cells, superoxide DHE fluorescence; active compounds read low | superoxide response (% of plate mean), % at 10 µM | 330,000 tested, 0.18% active | AID 2690;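 active = superoxide response under a set limit, about three screen SD below normal, cut at about 65% in these data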;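 note: yeast aged for seven days with compound at 30 °C before DHE staining; 100% = average MFI of all compound-treated wells on the plate with controls excluded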
RPL19A-GFP yeast: yeast TOR pathway RPL19A-GFP modulation. S. cerevisiae RPL19A-GFP strain, flow cytometry, 3 h; active compounds read low. 330,000 tested, 0.3% active. percent response vs DMSO, % at 10 µM;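 active = percent response vs DMSO below 50%; inconclusive = fewer than 70 events counted for the yeast strain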;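 note: median channel GFP fluorescence of the barcoded RPL19A-GFP strain; ratio of sample median GFP to plate DMSO average so 100% = DMSO; lower means less RPL19A-GFP as with rapamycin TOR inhibition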
CIT2-GFP yeast: modulators of TOR pathway CIT2-GFP in S. cerevisiae; 320,000 tested, 0.065% active; GFP response vs DMSO, % at 10 µM; S. cerevisiae CIT2-GFP strain, flow cytometry, 3 h; 100 means same as DMSO wells;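 active = GFP response relative to DMSO above a set limit, near the screen mean plus 3 SD, cut at about 150% in these data; inconclusive = Fewer than 70 cells measured for a yeast strain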;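 note: ratio of well median GFP fluorescence to mean of DMSO wells on the plate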
GRK2 aptamer HTS: human GRK2 inhibition via aptamer displacement; 330,000 tested, 0.59% active; inhibition of aptamer binding, % at 10 µM; P25098; bead flow cytometry, FAM-aptamer displacement from GRK2;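 active = inhibition of aptamer binding above 40%, roughly 3 SD of noise, on plates passing a quality check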;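 note: median bead fluorescence of bound FAM aptamer so fluorescent compounds give negative values; no value below 0 was filed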
VLA-4 inh: inhibition in a human VLA-4 binding assay. P13612. VLA-4 expressing cells, ligand binding flow cytometry. inhibition, % (about 7 µM as worked out from the volumes in the protocol). 330,000 tested, 0.2% active. AID 2557; in the data active = inhibition above about 50%
Target sequence (P13612 whole entry, looked up): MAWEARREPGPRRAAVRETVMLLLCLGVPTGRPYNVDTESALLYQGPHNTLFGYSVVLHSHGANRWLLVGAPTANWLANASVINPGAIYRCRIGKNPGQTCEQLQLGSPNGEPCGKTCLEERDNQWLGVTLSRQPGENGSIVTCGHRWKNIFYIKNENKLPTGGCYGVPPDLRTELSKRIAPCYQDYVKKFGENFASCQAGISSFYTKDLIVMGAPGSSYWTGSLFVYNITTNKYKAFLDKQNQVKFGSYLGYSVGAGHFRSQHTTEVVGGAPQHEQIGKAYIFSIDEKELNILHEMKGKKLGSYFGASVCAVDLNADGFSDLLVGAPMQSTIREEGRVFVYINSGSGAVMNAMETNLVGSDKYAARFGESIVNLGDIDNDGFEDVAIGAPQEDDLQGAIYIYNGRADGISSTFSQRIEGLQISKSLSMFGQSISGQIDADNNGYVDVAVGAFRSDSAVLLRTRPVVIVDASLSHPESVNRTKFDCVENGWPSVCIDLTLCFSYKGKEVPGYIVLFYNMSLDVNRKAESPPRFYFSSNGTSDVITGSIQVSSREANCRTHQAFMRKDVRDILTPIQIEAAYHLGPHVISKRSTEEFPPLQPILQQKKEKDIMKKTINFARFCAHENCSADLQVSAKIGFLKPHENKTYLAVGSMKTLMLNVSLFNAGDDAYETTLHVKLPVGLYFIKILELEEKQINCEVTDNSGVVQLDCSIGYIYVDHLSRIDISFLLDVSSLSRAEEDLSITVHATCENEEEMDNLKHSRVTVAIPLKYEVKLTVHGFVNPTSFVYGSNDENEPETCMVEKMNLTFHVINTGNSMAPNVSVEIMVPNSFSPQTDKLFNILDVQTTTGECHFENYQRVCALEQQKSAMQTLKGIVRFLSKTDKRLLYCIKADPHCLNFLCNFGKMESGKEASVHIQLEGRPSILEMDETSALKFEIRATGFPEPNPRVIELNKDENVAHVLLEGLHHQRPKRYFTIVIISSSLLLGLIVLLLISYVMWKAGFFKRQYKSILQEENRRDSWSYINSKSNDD
AGP1-GFP MLPCN: alters AGP1-GFP fluorescence in TOR pathway yeast screen; S. cerevisiae AGP1-GFP multiplex flow cytometry, 3 h; GFP as percent of DMSO wells; GFP response vs DMSO, % at 10 µM; 320,000 tested, 0.02% active; AID 2066;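 active = GFP response relative to DMSO above a set limit, near screen average plus 3 SD, cut at about 150% in these data; inconclusive = fewer than 70 cells counted for the yeast strain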;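 note: median GFP channel fluorescence of the gated AGP1 strain per well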
* = called active by the depositor; i = inactive; u = inconclusive; x = no result given; [ ] = dose if it differs, or a comment. Hits appear at their usual frequency (roughly 1.7% active in at least one column).

molecule,LAP4-GFP MLPCN,MEP2 TOR yeast,Yeast superoxide,RPL19A-GFP yeast,CIT2-GFP yeast,GRK2 aptamer HTS,VLA-4 inh,AGP1-GFP MLPCN
CS(=O)(=O)N1CCN(c2nc3ccccc3s2)CC1,95,104,106,99,96,3,5,99
CC(Sc1nnc(CN2CCCC2)n1Cc1ccccc1)C(=O)Nc1ccc(F)cc1 (stereo not drawn),86,93,99,93,87,2,0,93
C#CCNC(=O)C1=C[C@@H](c2cn(C(C)=O)c3ccccc23)C[C@@H](OCCCCO)O1,133,97,110,101,121,0,22,90
O=C(CCN1C(=O)/C(=C/c2ccccc2F)SC1=S)NCCCN1CCOCC1,92,100,110,94,92,0,15,91
O=C(Nc1cccnc1)c1cc(S(=O)(=O)N2CCCCC2)c(Cl)cc1Cl,u,77[may fluoresce red and violet],89,u,u,0,0,78[may fluoresce red and violet]
COc1ccc(C(=O)NC(=S)Nc2cccc3cc(O)ccc23)cc1OC,109,96,88,97,96,8,0,114
CN(C)c1ccc(C(CNS(=O)(=O)c2ccc([N+](=O)[O-])cc2)N2CCOCC2)cc1 (stereo not drawn),90,96,85,97,102,2,20,101
Cc1ccc(C(=O)OCC(=O)Nc2cccc(S(=O)(=O)NC3=NCCCCC3)c2)c(C)c1,120,117,97,104,102,1,8,110
CC(C)N(C(=O)c1ccc(C(=O)Nc2ccc([N+](=O)[O-])cc2)cc1)C(C)C,103,107,75,105,95,9,14,105
Cc1sc(NC(=O)c2ccc(Cl)s2)c(C(N)=O)c1C,116,103,114,98,104,0,1,100
O=C(Oc1c(Cl)cc(Cl)c2cccnc12)c1cccc([N+](=O)[O-])c1,187*,95,183,92,107,x,6,92
Cc1ccc(NC(=S)N(Cc2cccs2)Cc2cc3cc(C)ccc3[nH]c2=O)cc1,103,103,96,100,99,4,-13,95
Cc1ccc(NC(=O)/C(=C\c2ccc([N+](=O)[O-])cc2)NC(=O)c2ccccc2)cc1,107,102,94,99,93,0,19,97
CCCCCN(C(=O)CCC(=O)OCC(=O)NCc1cccc(OC)c1)c1c(N)n(CCCC)c(=O)[nH]c1=O,88,92,83,94,94,0,2,93
Cc1ccccc1OCCn1ccnc1,95,101,92,103,105,0,5,101
CC1(C)N=C(N)N=C(N)N1c1ccc(Oc2ccc(Cl)cc2)c(Cl)c1,109,109,89,103,98,0,-4,94
CN(Cc1ccc(F)cc1)C(=O)COc1ccc2ccccc2c1,118,105,106,99,93,1,22,99
COc1cccc(-n2cnnc2SCC(=O)NC2CC2)c1,92,92,100,93,89,3,17,92
COCCNC(=O)CSc1nc2sccc2c(=O)n1-c1ccccc1,105,100,112,97,91,1,12,97
COc1ccc(C(=O)Nn2cnnc2)c(OC)c1,94,101,101,97,95,1,-2,98
COC(=O)c1ccccc1NC(=O)C1CC(c2ccc(F)cc2)=NO1 (stereo not drawn),94,93,145,93,92,0,0,96
NC(=S)NNC(=O)Nc1cccc(Cl)c1,90,103,96,99,94,0,5,96
COc1ccc(Cl)cc1NC(=O)NCCN1CCNC1=O,110,110,100,100,107,0,-8,109
Cc1ccc(C)c(C(=O)CN2C(=O)NC3(CCCCCCC3)C2=O)c1,107,100,104,100,112,0,-4,107
CN(C)C(CNC(=O)c1ccc2ccccc2n1)c1ccccc1 (stereo not drawn),110,106,105,102,96,0,7,101
Cc1cccc(NC2=NC(=S)N(c3ccc(C(=O)O)cc3)C23CCCCC3)c1,115,97,91,98,93,0,9,100
COc1ccc(C(=O)C2CCCN(Cc3ccc4nonc4c3)C2)c(C)c1 (stereo not drawn),102,94,88,97,85,0,-3,106
COc1cccc(NC(=O)c2cc([N+](=O)[O-])ccc2N2CCN(C)CC2)c1,96,100,92,101,111,0,6,98
O=C(NC(=O)N1CCN(C(c2ccccc2)c2ccccc2)CC1)c1ccccc1,99,100,105,99,108,0,-7,104
COc1ccccc1-c1nn(-c2ccccc2)cc1C(=O)N1CCN(C(=O)c2ccco2)CC1,90,93,92,89,92,0,-6,89
COc1ccc(S(=O)(=O)NCC2CCCO2)cc1NC(=O)c1ccc(Cl)cc1 (stereo not drawn),84,86,98,82,75,3,4,85
O=C(Nc1nc2ccccc2s1)c1cc(-c2ccco2)nc2ccccc12,106,105,93,105,103,2,-23,100
Cn1nnc(NC(=O)c2ccc(C(C)(C)C)cc2)n1,98,101,105,100,98,1,5,103
CCc1nnc(NC(=O)CS(=O)(=O)c2ccccc2)s1,93,98,82,107,113,0,-16,106
C/C(CC(=O)Nc1ccc(C)c(Cl)c1)=N\NC(=O)Cc1ccccc1,98,101,100,106,99,0,-1,102
COc1cccc(CNC(=O)CCC2CCCN(C(=O)c3cscn3)C2)c1 (stereo not drawn),104,99,106,101,102,0,-3,102
CC(C)COc1ccc(C(=S)N2CCCC2)cc1,119,99,103,96,94,2,2,104
Cc1cc(NC(=O)CCC(=O)N(CCC(C)C)C(C(=O)NC2CCCC2)c2ccccc2C)no1 (stereo not drawn),86,99,100,95,103,1,9,97
O=C(COc1ccc2c3c(c(=O)oc2c1)CCC3)NC1CCCCC1,106,99,102,96,99,0,-2,99
COc1ccc(CCNC(=O)c2nnn(-c3ccccc3OC)c2N)cc1OC,95,100,98,95,99,0,8,104
O=C(CNC(=O)c1ccc(Cl)cc1Cl)OCc1nc2ccccc2s1,97,104,96,98,97,2,17,101
CN(C)c1nc(-c2ccccc2)c2cc(Cl)ccc2n1,89,98,95,95,95,6,2,52
Cc1cc(C(=O)Nc2ccc3c(c2)OCO3)cs1,109,105,78,102,101,1,4,101
CC(=O)Nc1ccc(N(C(=O)Cc2cccs2)C(C(=O)NC2CCCC2)c2ccncc2)cc1 (stereo not drawn),105,109,102,104,119,2,0,100
CCCN(CC(=O)Nc1ccccc1OC)C(=O)c1cccc(S(=O)(=O)Nc2ccc(OC)cc2)c1,94,97,99,99,103,0,5,101
CC(C)CC(=O)NC(=S)Nc1cc(C(=O)O)ccc1Cl,88,86,104,102,114,2,14,96
O=C(NNS(=O)(=O)c1ccc2ccccc2c1)C1CCN(Cc2ccccc2)CC1,95,96,96,94,92,4,26,93
CC(=O)CN1Cc2ccccc2/C1=N\C(=O)Nc1ccccc1,95,101,84,94,92,0,-12,98
O=C(Nc1cccc2ncccc12)C12CC3CC(CC(C3)C1)C2,109,105,108,108,117,0,-14,106
Oc1ccccc1C1=NN(c2ccccc2)C(c2ccccc2)C1 (stereo not drawn),x,107[may fluoresce violet],105,76[may fluoresce violet],u,0,1,16[may fluoresce violet]
CCOC(=O)C1CCN(C(=O)c2cc3c(=O)n4ccccc4nc3s2)CC1,84,90,105,98,85,3,2,87
C#CCOCCOCCOCCNc1nc(N2CCN(C(=O)CCCCCCCCCCNC(=O)Cn3cc(CCCCCN)nn3)CC2)nc(N2CCN(C(=O)CCCCCCCCCCNC(=O)[C@H]([C@@H](C)CC)n3cc(CCCCN=C(N)N)nn3)CC2)n1,151*,81,91,86,78,0,-12,77
CCCC(=O)NC(c1ccccc1OC)c1ccc2cccnc2c1O (stereo not drawn),109,113,106,105,103,7,9,114
CCOC(=O)c1c(NC(=O)COC)sc(C)c1C,103,106,98,101,99,1,2,x
COc1ccc(C(=O)Nc2cc(OC)c(Cl)cc2Cl)cc1,100,101,111,100,107,20,11,104
CC(Oc1ccc(F)cc1)C(=O)Nc1cc(Cl)ccc1-n1cncn1 (stereo not drawn),111,105,89,100,98,0,4,100
Cc1ccc(-n2[nH]c(C)c(C=Nc3ccc4[nH]c(=O)[nH]c4c3)c2=O)cc1C,112,107,103,106,119,1,10,99
CCn1c(CN2CCN(Cc3ccc(C)cc3)C(CCO)C2)nc2ccccc21 (stereo not drawn),102,100,111,100,94,4,1,99
CN(C)CCCN=Cc1c(-c2ccccc2)[nH]n(-c2nc3ccccc3s2)c1=O,99,100,111,96,87,0,-1,94
COc1ccc(N2CCN(S(=O)(=O)c3c(C)nc4scc(C)n4c3=O)CC2)cc1,102,117,101,107,107,1,6,103

Later entries.
molecule,LAP4-GFP MLPCN,MEP2 TOR yeast,Yeast superoxide,RPL19A-GFP yeast,CIT2-GFP yeast,GRK2 aptamer HTS,VLA-4 inh,AGP1-GFP MLPCN
Cc1nn(-c2ccccc2)c(C)c1/C=N/NC(=O)c1cc(C(C)(C)C)[nH]n1,102,99,94,104,104,0,10,113
COC(=O)NNC(=O)c1ccc(Cl)cc1Cl,98,88,103,96,87,5,9,98
Cc1ccccc1C(=O)NNC(=O)c1cc(N)cc([N+](=O)[O-])c1,90,105,103,102,107,11,0,98
Cc1ccc([N+](=O)[O-])cc1-c1[nH]c(-c2ccc(O)c(O)c2)nc1-c1ccccc1,100,108,104,100,99,4,5,101
COc1ccc(C)cc1NC(=O)c1cc2c(=O)n3ccccc3nc2n1C,120,109,101,125,107,1,-17,99
N#Cc1c(N)nc(SCc2ccccn2)c(C#N)c1-c1cccs1,110,103,107,99,92,1,x,95
Cc1ccc(NC(=O)NNC(=O)c2snnc2C)cc1,86,96,80,95,93,0,14,89
Cc1ccc(NC(=O)CN(C)C(=O)c2cc(S(=O)(=O)N(C)C)ccc2N2CCCC2)cc1,103,101,84,98,91,0,20,103
CCc1noc(C)c1C(=O)OCC(=O)Nc1c(F)cccc1F,108,111,108,106,109,1,6,112
COc1ccc(CC(=O)NC2CC(C)(C)NC(C)(C)C2)cc1,87,97,119,100,x,42*,9,92
CCCS(=O)(=O)C(=C(Nc1ccc(OC)cc1)Nc1ccc(OC)cc1)S(=O)(=O)CCC,111,114,85,111,109,4,8,111
Cc1cccc(NC(=S)NC2CC3CCCC(C2)N3CC(C)C)c1C (stereo not drawn),95,94,102,94,93,0,10,93
Cc1cccc(C(=O)N[C@H](C(=O)Nc2cc(S(=O)(=O)N3CCCCC3)ccc2C)C(C)C)c1,91,98,115,92,93,1,-1,92
CC(C)(C)c1nnc2sc(SCC(=O)N3CCc4ccccc43)nn2c1=O,93,93,108,98,92,0,14,97
CSc1ccc(C#N)cc1NC(=O)c1ccc(Cl)cc1,113,101,93,99,102,0,0,95
COc1ccc(CN(C(=O)COc2ccccc2)c2ccccc2C(=O)O)cc1,105,107,93,103,110,0,4,106
Cc1onc(-c2ccccc2Cl)c1C(=O)N1CCN(c2cccc(Cl)c2)CC1,91,91,125,104,88,0,3,98
CC(C)OCCCN1CC(=O)N2C(c3cccc([N+](=O)[O-])c3)c3[nH]c4ccccc4c3C[C@H]2C1=O (stereo partly drawn),100,108,87,102,104,1,6,104
COc1ccccc1OCC(=O)N/N=C1/SCC(=O)N1Cc1ccccc1,91,92,110,88,83,0,0,85
CCOC(=O)C1CCN(C(=O)CCc2nc3ccccc3[nH]2)CC1,99,110,100,109,119,0,-5,113
C/C(=N\Nc1ccc2nncn2n1)c1ccccn1,113,111,114,103,101,4,-20,109
CCCCNc1c(-c2ccc(SC(C)CC)cc2)nc2cnccn12 (stereo not drawn),137,101,78,87,74,0,i,85

Screening data deposited in PubChem BioAssay by NMMLSC.
